From PubChem BioAssay
GLS inh: qHTS for Inhibitors of Glutaminase (GLS) | Glutaminase kidney isoform, mitochondrial (Homo sapiens), O94925 | GLS enzymatic activity, qHTS titration | Potency, µM (doses to about 45.5 µM), inactives show top-dose activity change, negative = inhibition, usual class: inhibitors | 0.21% of 410,000 active; note: potency is the fitted concentration of half-maximal effect; % is set by controls: 0 for no effect and ±100 for the full control effect
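hKGA in 45 mM KH2PO4 (pH 8.2), 0.02% Tween-20 with compound, then 1mM L-Glutamine (stock as added) plus glutamate oxidase/HRP/Amplex red coupling mix. Fluorescence read initially and after 30 min at RT; signal change reflects glutamate formation.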
HP1b binding inh: HTS for Inhibitors of HP1-beta Chromodomain Interactions with Methylated Histone Tails; AlphaScreen HP1-beta / biotin-H3K9me3 peptide binding; Potency, µM (titrated, usually from 114 µM), without a hit: at the highest dose activity change, negative = inhibition, usual class: inhibitors; 0.56% of 390,000 active; AID 540317, 2011; note: potency is the fitted concentration of half-maximal effect; nearly all actives have a fitted effect of over 70% in size; inactives centre near 23
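HP1-beta protein (50 nM final) preincubated 30 min at room temperature with biotinylated H3(1-18)K9me3 peptide (50 nM) in PBS pH 7.4, 0.01% Tween-20, then compound added for 30 min. AlphaScreen streptavidin donor/nickel chelate acceptor beads (10 ug/mL final), 30 min dark, luminescence read.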
BAZ2B inh: qHTS Assay for Inhibitors of BAZ2B. Potency, µM (top dose mostly 114 µM), without a hit: top-dose activity change, negative = inhibition, most hits filed as inhibitors. Bromodomain adjacent to zinc finger domain protein 2B (Homo sapiens), Q9UIF8. AlphaScreen BAZ2B-H3K14Ac peptide displacement. AID 504333, 2011. 4.4% of 360,000 active; note: potency is the fitted concentration of half-maximal effect; % is set by controls: 0 for no effect and ±100 for the full control effect; nearly all actives have a fitted effect of over 60% in size
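AlphaScreen displacement: compounds (up to 110uM) incubated 30 min at room temperature with a preformed 50 nM BAZ2B/50 nM biotinylated H3K14Ac peptide complex in PBS pH 7.4 with Tween-20. Donor and acceptor beads at 10 ug/mL final added, 20 min light-protected before reading.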
PGK inhibitor: qHTS Assay to Find Inhibitors of Phosphoglycerate Kinase; PGK/GAPDH coupled, Kinase-Glo luminescence, 60 min; Potency, µM (doses to about 57.5 µM), inactives show at the highest dose activity change, negative = inhibition, usual class: inhibitors; 0.043% of 380,000 active; AID 602233, 2012; note: potency is the fitted concentration of half-maximal effect; % is set by controls: 0 for no effect and ±100 for the full control effect; nearly all actives have a fitted effect of over 60% in size
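Recombinant glycosomal PGK reaction used 1,3-bisphosphoglycerate generated in-well by GAPDH (100nM final) in 100mM TEA pH 7.6, 5mM MgCl2, 0.01% Tween-20. After 60 minutes at room temperature, ATP was read by Kinase-Glo Plus luminescence end-point.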
G9a inh: qHTS Assay for Inhibitors of Histone Lysine Methyltransferase G9a; Histone-lysine N-methyltransferase EHMT2 (Homo sapiens), Q96KQ7; G9a H3K9 monomethylation, AlphaScreen, 2 h; Potency, µM (highest dose often 102 µM), for the others: at the highest dose activity, negative = inhibition, hits mostly inhibitors; 8.8% of 350,000 active; note: potency is the fitted concentration of half-maximal effect; % is set by controls: 0 for no effect and ±100 for the full control effect; nearly all actives have a fitted effect of over 75% in size
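Quantitative HTS format: methyltransferase activity on a biotin-tagged H3K9 peptide is measured by AlphaScreen, using a rabbit anti-monomethyl-H3K9 antibody with streptavidin donor and anti-IgG acceptor beads. Final levels are 20 nM enzyme, 500 nM peptide, 20 uM SAM; 2 h RT.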
PI4K2A block: qHTS for small molecular inhibitors of PI4K2A; Phosphatidylinositol 4-kinase type 2-alpha (Homo sapiens), Q9BTU6; purified PI4K2A, ADP-Glo luminescence, 1 h; stronger effect = lower value; activity change, negative = inhibition, % at 76.9 µM; 0.13% of 420,000 active; AID 1346378, 2018; in the data active = activity change below about -50%; inconclusive = mostly about -30% to -49%;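 note: -100% = wells without enzyme as full effect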
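PI4K2A activity was measured by ADP-Glo luminescence: enzyme (4 ug/mL stock) and phosphatidylinositol (1.2 mM stock) in Tris pH 7.5/MgCl2/EGTA/Triton X-100 buffer were reacted with ATP (300 microM stock) for one hour at ambient temperature.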
Pin1 inhibitor: qHTS Assay to Find Inhibitors of Pin1; Potency, µM (highest dose often 115 µM), for inactives: top-dose activity, negative = inhibition, hits mostly inhibitors; Peptidyl-prolyl cis-trans isomerase NIMA-interacting 1 (Homo sapiens), Q13526; 0.009% of 390,000 active; Pin1 FP peptide displacement, HiFluor488, 10 min; active = well fitted inhibition curve with a large enough effect in the polarisation, with a control signal flat, not every such curve was filed as active; inconclusive = small, poorly fitted or top-dose-only effect, or effect the other way, or a change in a side signal; inactive = no such curve, though single readings can be large or run the other way; the % refers to the polarisation; note: potency is the fitted concentration of half-maximal effect; % is set by controls: 0 for no effect and ±100 for the full control effect
JMJD2A Tudor: qHTS Assay for Inhibitors of JMJD2A-Tudor Domain | 4.4% of 390,000 active | AID 504339, 2011 | AlphaScreen JMJD2A-Tudor / H3K4me3 peptide binding | Potency, µM (highest dose often 114 µM), inactives show at the highest dose activity change, negative = inhibition, hits mostly inhibitors | Lysine-specific demethylase 4A (Homo sapiens), O75164; note: potency is the fitted concentration of half-maximal effect; % is set by controls: 0 for no effect and ±100 for the full control effect; nearly all actives have a fitted effect of over 50% in size
Target sequence (O75164 whole entry, looked up, the tested form may be a part): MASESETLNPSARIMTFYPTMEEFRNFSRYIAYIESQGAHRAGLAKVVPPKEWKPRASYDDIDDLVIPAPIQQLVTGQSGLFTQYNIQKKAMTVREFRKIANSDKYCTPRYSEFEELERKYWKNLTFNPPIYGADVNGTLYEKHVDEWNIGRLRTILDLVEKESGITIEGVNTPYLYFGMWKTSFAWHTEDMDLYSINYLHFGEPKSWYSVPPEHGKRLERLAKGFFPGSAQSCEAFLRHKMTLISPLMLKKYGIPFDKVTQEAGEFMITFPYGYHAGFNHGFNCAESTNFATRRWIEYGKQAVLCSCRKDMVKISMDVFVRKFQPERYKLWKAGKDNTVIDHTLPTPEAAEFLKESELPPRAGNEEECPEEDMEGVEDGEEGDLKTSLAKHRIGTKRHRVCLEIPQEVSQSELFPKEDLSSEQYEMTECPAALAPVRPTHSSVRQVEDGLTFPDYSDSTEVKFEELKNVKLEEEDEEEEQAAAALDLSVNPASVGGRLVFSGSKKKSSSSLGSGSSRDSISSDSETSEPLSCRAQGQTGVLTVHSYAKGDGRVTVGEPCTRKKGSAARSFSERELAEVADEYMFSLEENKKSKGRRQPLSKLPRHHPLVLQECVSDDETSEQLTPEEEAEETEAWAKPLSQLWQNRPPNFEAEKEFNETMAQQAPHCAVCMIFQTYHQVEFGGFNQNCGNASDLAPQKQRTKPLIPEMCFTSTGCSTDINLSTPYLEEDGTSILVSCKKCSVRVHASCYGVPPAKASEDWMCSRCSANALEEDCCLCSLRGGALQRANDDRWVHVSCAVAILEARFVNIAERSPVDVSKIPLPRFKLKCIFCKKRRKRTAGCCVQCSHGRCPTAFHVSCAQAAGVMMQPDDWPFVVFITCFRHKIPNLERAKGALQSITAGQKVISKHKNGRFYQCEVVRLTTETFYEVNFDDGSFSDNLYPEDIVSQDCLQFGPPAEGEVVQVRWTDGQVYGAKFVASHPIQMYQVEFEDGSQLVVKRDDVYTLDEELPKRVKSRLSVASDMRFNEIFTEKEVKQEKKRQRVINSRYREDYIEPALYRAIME
Pol eta inh: qHTS for Inhibitors of Polymerase Eta. recombinant Pol eta, fluorescent DNA replication assay. Potency, µM (titrated, usually from 114 µM), without a hit: top-dose activity change, negative = inhibition, actives largely listed as inhibitors. 1.2% of 390,000 active; note: potency is the fitted concentration of half-maximal effect; % is set by controls: 0 for no effect and ±100 for the full control effect
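Pol eta (10 nM) was preincubated with compounds for 15 min at room temperature, after which fluorescent replication substrate (50 nM final) was added to start the reaction. Fluorescence was read kinetically at 0 and 10 min.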
* hit, by the source's call; i = inactive; ? = inconclusive; . = no result given; & = joins results of further samples; [ ] = dose if it differs, or a comment. Unless noted, calls come from the whole dose curve; as a rule, active = well fitted curve in the direction sought with a large enough effect; inconclusive = small, poorly fitted or top-dose-only effect, or another doubt; inactive = no such curve, though single readings can be large; an effect the other way counts as inactive or inconclusive.

SMILES	GLS inh	HP1b binding inh	BAZ2B inh	PGK inhibitor	G9a inh	PI4K2A block	Pin1 inhibitor	JMJD2A Tudor	Pol eta inh
CC[C@]12CC[C@H](O)CC1=CCC1C2CC[C@]2(C)C(=O)CCC12 (stereo partly drawn)	-6%	24%	.	-6%	.	-9	3%	-11%	-15%
Cn1c(O)c(C(=O)c2ccccc2Cl)c(=O)n(C)c1=O	1%	18%	.	i	?	-5	-3%	89µM*	3%
O=[N+]([O-])c1ccc(N2CCOCC2)c2c1no[n+]2[O-]	-2%	.	.	?	.	-25	.	.	?
OC(c1ccc(F)cc1)(c1ccc(F)cc1)[C@@H]1CCCN1	7%	11%	3%	-1%	3%[59 µM]	2	1%	-6%	-4%
COC(=O)[C@@]1(Cc2ccc(F)cc2)[C@H]2c3cc(C(=O)N(C)C)[nH]c3C[C@H]2CN1C(=O)c1ccccc1	-6%	10%	50µM*	-4%	?	-2	-1%	-20%	-21%
CCCCn1c(N)c(C(=O)OCC2CCCO2)c2nc3ccccc3nc21 (stereo not drawn)	-3%	72%[activator]	7%	-1%	?	-1	1%	-4%	-18%
CCN(CC)C(=O)c1ccc2c(c1)C1C(Cl)C(Sc3ccccc3[N+](=O)[O-])CC1C(C(=O)O)N2 (stereo not drawn)	?	11µM*	20µM*	-24%	7.9µM*	-23	?	?	18µM*
CCCCN1C(=O)/C(=C\c2ccco2)C(=O)N(CCc2ccccc2)C1=O	0%	?	35µM*	-14%	32µM*	-21	-4%	?	40µM*
CCCCn1c(O)c(/C=C2/C=CC=N2)c(=O)[nH]c1=O	1%	23%	-15%	11%	?	-6	12%	-3%	-14%
COc1cc2c3c(c1OC)Oc1ccc(cc1)C[C@H]1c4c(cc(OC)c(OC)c4Oc4ccc(cc4)C[C@@H]3N(C)CC2)CCN1C	-1%	2%	.	10%	.	0	36%[activator]	?	-23%
CCOC(=O)c1cc(C)n(CCc2cnc[nH]2)c1C	11%	-15%	56µM*	-5%	?	-1	-1%	?	-2%
O=C1CCCN1CC#CCN1CCCC1	4%	17%	0%	-1%	11%[59 µM]	-2&-3	0%	-18%	-3%[57.1 µM]
O=C1NC(=S)NC(=O)C1C/C=C/c1ccccc1	?	-22%	1%	-7%[11.5 µM]	7.9µM*	-2	-4%	79µM*	-2%
CCCCC(=O)N/N=C/c1c(O)n(CCc2ccccc2)c(=O)[nH]c1=O	0%	14%	?	i	7%[12.7 µM]	2	9%	79µM*	-5%
O=[N+]([O-])c1ccc(S(=O)(=O)N2CCn3cccc3C2c2ccccc2F)cc1 (stereo not drawn)	3%	13%	32µM*	-9%	?	-1	3%	?	-19%
Cc1c(OC(=O)N(C)C)ccc2c1O/C(=C\c1ccco1)C2=O	-1%	10%	56µM*	-9%	32µM*	-6	-1%	-17%	-20%
O=c1[nH]c2ccccc2n1CCCN1CCC(n2c(=O)[nH]c3cc(Cl)ccc32)CC1	-14%&-1%	?	-27%	-11%	21%[59 µM]	0&-1&1	-1%	-18%	-3%[57.1 µM]
CC1(C)C(C(=O)NCc2ccco2)C1(C)C	0%	18%	0%	-5%	-10%[59 µM]	0	-1%	-14%	-13%
O=C(/C=C/c1ccc2c(c1)OCO2)c1c(O)n(CCc2ccccc2)c(=O)[nH]c1=O	1%	17%	-1%	4%	-6%	-4	?	-25%	-5%
COc1cc(C(C)=O)ccc1OC(=O)N(C)c1ccccc1	2%	36%	0%	7%	.	-1	3%	-12%	0%
COc1cccc(NC(=O)Cn2c(-c3nonc3N)nc3ccccc32)c1	0%	42%[activator]	1%	1%	-1%[59 µM]	-3	4%	-6%	-6%
NC(=S)c1cn(C2OC(CO)C(O)C2O)c2ncnc(N)c12 (stereo not drawn)	-15%	-9%	-19%	.	10µM*	-11	-3%	-12%	2%
CCCCn1c(O)c(C(C)=NCc2cc(OC)cc(OC)c2)c(=O)[nH]c1=O	7%	26%	-31%	12%	-42%[59 µM]	-1	20%	-16%	-10%
Cc1ccc(C=C2C(Cl)=C(Cl)C(Cl)=C2Cl)cc1	-15%	16µM*	20µM*	-26%	8.9µM*	-21	?	14µM*	11µM*
CCc1ccccc1Nc1nn2c(=O)c3ccc(C(=O)Nc4cc(C)cc(C)c4)cc3nc2s1	-3%	20%	-9%	7%	1%[59 µM]	4	13%	3%	?
Nc1c(C(=O)Nc2ccc(F)c(Cl)c2)sc2nc3c(cc12)N1CCC3CC1	4%	63%[activator]	-17%	i	8.9µM*	-5	-6%	?	-11%
CC[C@H](C)[C@@H](C(=O)N1CCCC1c1nccs1)N(C)C(=O)[C@H](CC(C)C)N(C)C(=O)[C@H](Cc1ccc(OC)cc1)N(C)C(=O)/C=C(\C)OC (stereo partly drawn)	-3%	2%	.	-11%	.	4	-7%	-23%	-3%
CCN(CC)N=O	2%	46%[activator]	-3%	7%	10%[0.501 µM]	-1	-5%	-8%	-8%
C=C(C=O)CC1CC(O)[C@]2(C)OC3C[C@@H]4OC5C[C@]6(C)O[C@]7(C)CCC8OC9C[C@]%10(C)OC(/C(C)=C\CO)C(O)CC%10OC9CC(C)C8OC7CC6O[C@]5(C)C/C=C\C4OC3CC2O1 (stereo partly drawn)	5%	21%	-1%	-1%	-8%[2.33 µM]	1	-3%	-7%	-9%
CC1CCN2c3nc4ccccn4c(=O)c3CC3(C(=O)N(C)C(=O)N(C)C3=O)C2C1 (stereo not drawn)	-2%	45%	-4%	i	-3%[59 µM]	3	15%	-10%	-14%
COc1ccc(C(=O)C2CCCN(Cc3cnc(C)s3)C2)c(OC)c1 (stereo not drawn)	-7%	29%	7%	6%	.	-3	0%	-15%	-1%
O=[N+]([O-])c1cc2c(cc1CNCCc1ccc3c(c1)OCO3)OCO2	7%	40µM*	25µM*	-2%	?	1	0%	1.1µM*	-3%
COC(=O)C1=C(c2ccc(Cl)c(C(F)(F)F)c2)C[C@@H]2CC[C@H]1N2C(=O)N1CCC(O)(c2ccc(Cl)cc2)CC1	-6%	14%	.	-7%	.	0	8%	-27%	-19%
Cc1c(Cc2ccccc2)c(=O)oc2cc(OCc3ccc(C(=O)O)cc3)ccc12	-15%	22%	?	6%	-26%	-6	?	-27%	33%[activator]
COc1cccc(C(=O)C2CN(C)CC2c2ccc(Cl)cc2)c1 (stereo not drawn)	0%	9%	-19%	6%	1%	7	0%	-7%	-7%
N#Cc1cc2c(nc1SCC(=O)Nc1ccc(F)c(Cl)c1)C1CCN2CC1	2%	16%	-5%	0%	-6%[59 µM]	2	2%	-13%	-1%
Cn1cc(C(=O)OCC(=O)Nc2ccccc2Cl)c2ccccc21	4%	10%	4%	i	-26%	-3	?	-18%	0%
OC1(c2ccc(Cl)cc2)CCN(Cc2c[nH]c3ccccc23)CC1	9%	-16%	.	i	30%[59 µM]	2&4	-4%	-34%	3%[57.1 µM]
CCN(C(=O)COC(=O)c1cn(C)c2ccccc12)c1ccc(F)cc1	3%	48%[activator]	2%	5%	-60%[12.7 µM]	0	?	-7%	-21%
CCOP(=O)(/C=C(\Cl)c1ccccc1)C(O)c1ccc(F)cc1 (stereo not drawn)	0%	24%	-1%	.	24%[2.33 µM]	-3	2%	?	-8%
CC(C)CCn1c(=O)c(C(=O)NCc2ccc3c(c2)OCO3)c(O)c2ccccc21	-12%	89%[activator]	43%[activator]	i	38%	4	9%	33%	-17%
CCOCCCNC(=O)CN1C2CCC1CC(O)(c1ccc(OC)cc1)C2 (stereo not drawn)	-14%	20%	21%	i	18%	-1	3%	4%	-7%
Nc1c(C(=O)NCc2ccco2)c2nc3ccccc3nc2n1CCN1CCOCC1	-5%	59%	8%	2%	50µM*	?	2%	-10%	-9%
C[C@]12CCC(=O)C=C1CC[C@@H]1[C@@H]2CC[C@]2(C)C(=O)CC[C@@H]12	-2%&15%	9%	-19%	5%	-37%	0&0	-3%	-10%	-17%
CCC1([N+](=O)[O-])COP(=O)(NCc2cccnc2)OC1 (stereo not drawn)	4%	13%	.	-2%	.	-1	11%	-8%	-6%
CN(c1ccccc1)P(=O)(N1CC1)N1CC1	8%	23%	.	20%	.	-2	-13%	-35%	-10%
COc1ccccc1NS(=O)(=O)c1cc(NC(=O)c2ccc(Cl)nc2)ccc1N1CCCC1	-2%	?	.	-4%	.	-4	24%	56µM*	-17%
O=[N+]([O-])c1ccc(N2CCCNCC2)c2ncccc12	4%	15%	-22%	11%	?	3	6%	-27%	-8%
Oc1ccc(/C=N/NP(=S)(c2ccccc2)c2ccccc2)c(O)c1O	.	-11%	?	-1%	?	-5	1%	?	?

A portion of the library; rates above refer to the full screens.
